From PubChem
Mito fusion yeast: inhibitors of mitochondrial division or activators of mitochondrial fusion; S. cerevisiae fusion-defective mutant growth rescue, CellTiterGlo 48 h; Potency, µM (series often up to 46.1 µM), inactives show top-dose growth rescue (activation), actives largely listed as activators; 320,000 compounds, 0.23% hits; AID 485298;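 note: potency is the fitted concentration of half-maximal effect; % of control where 0% means no effect; nearly all actives have a fitted effect of over 45% in size; temperature-sensitive fusion mutants such as fzo1-1 at 37 °C on non-fermentable ethanol glycerol medium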
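Temperature-sensitive fusion-defective S. cerevisiae (e.g. fzo1-1, mgm1-5) were grown with compound in YPEG medium (3% ethanol, 3% glycerol) for 48 hours at 37C. Growth rescue was measured as viability by CellTiterGlo luminescence after 10 minutes at ambient.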
Eya2 phos inh: blocks the phosphatase activity of human Eya2. AID 488837. Potency, µM (series often up to 76.9 µM), for inactives: at the highest dose activity, negative = inhibition, hits mostly inhibitors. 330,000 compounds, 0.006% hits. recombinant Eya2, OMFP fluorescence dephosphorylation (OMFP is methylfluorescein phosphate). O00167; note: potency is the fitted concentration of half-maximal effect; % is set by controls: 0 for no effect and ±100 for the full control effect
Target sequence (O00167 whole entry, looked up): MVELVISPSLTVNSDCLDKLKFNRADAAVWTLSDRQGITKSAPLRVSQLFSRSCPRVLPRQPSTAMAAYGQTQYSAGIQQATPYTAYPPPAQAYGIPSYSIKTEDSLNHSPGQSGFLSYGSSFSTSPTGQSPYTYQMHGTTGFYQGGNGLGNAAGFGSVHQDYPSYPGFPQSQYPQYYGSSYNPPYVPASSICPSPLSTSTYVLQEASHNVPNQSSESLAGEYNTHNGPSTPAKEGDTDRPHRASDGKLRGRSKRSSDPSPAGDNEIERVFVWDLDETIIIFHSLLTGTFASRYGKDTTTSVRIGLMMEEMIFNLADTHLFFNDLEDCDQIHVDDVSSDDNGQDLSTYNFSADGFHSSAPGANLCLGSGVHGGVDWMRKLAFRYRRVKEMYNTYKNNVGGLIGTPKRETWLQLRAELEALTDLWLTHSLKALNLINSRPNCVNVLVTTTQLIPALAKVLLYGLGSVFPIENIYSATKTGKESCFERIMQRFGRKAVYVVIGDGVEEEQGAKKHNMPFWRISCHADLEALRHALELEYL
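Eya2 protein (added as 0.2 uM solution) was preincubated with compound for 10 min at ambient temperature in 50 mM HEPES pH 7.5, 50 mM NaCl, 5 uM MgCl2, 0.05% BSA, 1 mM DTT. OMFP (added at 50 uM) then reacted 10 min; fluorescence read at 485/525 nm.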
hERG WT inh: blocks the wildtype human KCNH2 potassium channel; Q12809; U2OS, BacMam KCNH2, thallium flux FluxOr; hits give low values; activity change, % at 1.84 µM; 340,000 compounds, 0.37% hits;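 active = maximum activity change below -70%; inconclusive = maximum activity change between -70% and -50%; inactive = maximum activity change above -50%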; note: % is set by controls: 0 for no effect and ±100 for the full control effect
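U2OS cells transduced with wild-type KCNH2 virus are loaded with FluxOr dye for 45 min, and thallium flux is measured in kinetic reads before and after stimulation buffer. Rate constants are normalized to DMSO controls.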
TSHR antagonist: antagonists of human thyroid stimulating hormone receptor | P16473 | TSHR-expressing cells, TSH-stimulated cAMP HTRF, 2 h; hits give low values | activity change, negative = inhibition, % at 11.5 µM | 330,000 compounds, 0.2% hits | AID 504810;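 active = activity change below a set negative limit, meaning inhibition stronger than a set level, cut at about -70% in these data; inconclusive = activity change between two set negative limits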; note: % is set by controls: 0 for no effect and ±100 for the full control effect
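Freshly harvested TSHR cells receive pin-tooled compound, then EC80 TSH at 4nM final. After 2 hours at 37 deg C, antibody in lysis buffer and cAMP-d2 are added; 30 minutes at ambient temperature precede the HTRF read.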
BCR signal inh: inhibitors of chronic active B-cell receptor signaling; ABC-DLBCL IkBa-CBG/CBR reporter, luminescence ratio, 4 h; Potency, µM (highest dose often 46.1 µM), for the others: at the highest dose ratio change, negative = lower green/red ratio, actives largely listed as inhibitors; 340,000 compounds, 0.05% hits; active = well fitted inhibition curve with a large enough effect in the signal ratio, with a control signal flat, not every such curve was filed as active; inconclusive = small, poorly fitted or top-dose-only effect, or effect the other way, or a change in a side signal; the % refers to the signal ratio;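 note: potency is the fitted concentration of half-maximal effect; plate controls were basal doxycycline-induced cells for no effect and cells given 10 µM MG132 for full effect; MG132 reads +100%, hits lower the ratio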
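Concentration-response series (up to 46 uM) were applied to TMD8 dual-reporter cells for 4 h at 37C with doxycycline. Green/red ratio, after filter-overlap correction, defined %Activity; red signal alone was normalised to basal cells and zero luminescence.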
S-ASM inh: human S-ASM enzyme inhibition; P17405; placental ASM, HMU-PC fluorogenic substrate, 60 min; Potency, µM (doses to about 57.5 µM), for inactives: at the highest dose activity change, negative = inhibition, hits mostly inhibitors; 340,000 compounds, 0.006% hits; AID 504937; note: potency is the fitted concentration of half-maximal effect
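Human placenta-derived ASM enzyme was preincubated with compound for 10 minutes at room temperature, then given fluorogenic substrate HMU-PC0 (9 uM final) for 60 minutes at 37 °C; a pH 10 stop preceded fluorescence reading at Ex 386/Em 447 nm.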
PKM2 act: activators of human pyruvate kinase M2. P14618. purified PKM2, Kinase-Glo ATP luminescence, activation; response scale: 0% is enzyme alone, no compound. Potency, µM (doses to about 57.5 µM), for the others: at the top dose activation, most hits filed as activators. 260,000 compounds, 0.34% hits. AID 1631; note: potency is the fitted concentration of half-maximal effect; % is set by controls: 0 for no effect and ±100 for the full control effect; nearly all actives have a fitted effect of over 55% in size
Target sequence (P14618 whole entry, looked up): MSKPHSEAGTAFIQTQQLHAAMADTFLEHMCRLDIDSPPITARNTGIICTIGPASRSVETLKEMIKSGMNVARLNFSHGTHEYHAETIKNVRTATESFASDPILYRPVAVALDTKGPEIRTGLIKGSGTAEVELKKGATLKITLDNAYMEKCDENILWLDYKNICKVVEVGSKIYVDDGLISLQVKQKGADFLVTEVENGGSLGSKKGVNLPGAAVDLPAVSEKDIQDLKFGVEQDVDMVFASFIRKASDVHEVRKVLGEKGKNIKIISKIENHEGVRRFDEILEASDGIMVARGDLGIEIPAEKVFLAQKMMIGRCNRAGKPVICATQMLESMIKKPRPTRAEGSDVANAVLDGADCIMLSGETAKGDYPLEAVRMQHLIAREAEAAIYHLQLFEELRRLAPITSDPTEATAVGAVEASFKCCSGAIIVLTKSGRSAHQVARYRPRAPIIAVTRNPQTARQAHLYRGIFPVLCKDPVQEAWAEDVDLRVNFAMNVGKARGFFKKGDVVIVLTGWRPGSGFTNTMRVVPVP
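Kinase-Glo luminescence reports ATP generated from ADP (0.1 mM) and PEP (0.5 mM) by purified hPK-M2 after 1 h at room temperature, pH 7.2 imidazole buffer; intermediate enzyme activity allows detecting inhibitors and activators.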
Menin-MLL TR inh: menin-MLL binding inhibition, Texas Red mutant peptide. O00255. Potency, µM (titrated, usually from 61.6 µM), inactives show at the top dose FP activity change, negative = inhibition, hits mostly inhibitors. 270,000 compounds, 0.23% hits. Menin + Texas Red MLL mutant peptide, fluorescence polarization; active = well fitted inhibition curve with a large enough effect in the polarisation, with a control signal flat, not every such curve was filed as active; inconclusive = small, poorly fitted or top-dose-only effect, or effect the other way, or a change in a side signal; inactive = no such curve, though single readings can be large or run the other way; the % refers to the polarisation; note: potency is the fitted concentration of half-maximal effect; % of control where 0% means no effect; many of its hits are not listed in these tables
USP2a inh: inhibitors of human ubiquitin-specific protease USP2a. O75604. USP2 core, Ub-CHOP2 coupled fluorogenic reporter, 485/531. Potency, µM (doses to about 38.3 µM), for inactives: top-dose activity change, negative = inhibition, most hits filed as inhibitors. 330,000 compounds, 0.01% hits;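 note: potency is the fitted concentration of half-maximal effect; plate controls were DMSO wells for no effect and full inhibition by NEM control for full effect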
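Cell-free coupled assay: 10nM USP2 core preincubated 30min RT with compound in Tris-HCl pH 8.0/CaCl2/CHAPS buffer, then 25nM Ub-CHOP2 and 25nM reporter substrate; fluorescence (Ex 485/Em 531) read after 60min RT, normalized to NEM inhibition, concentration-response curves fitted.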
GALK inhibitor: galactokinase (human) inhibition; Purified GALK, Kinase-Glo residual ATP luminescence; Potency, µM (titrated, usually from 57.5 µM), for inactives: at the highest dose activity change, negative = inhibition, usual class: inhibitors; 270,000 compounds, 0.007% hits; AID 1868; note: potency is the fitted concentration of half-maximal effect; % is set by controls: 0 for no effect and ±100 for the full control effect
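Luminescence from leftover ATP (Ultra-Glo luciferase/luciferin) served as read-out after a 1 h room-temperature reaction of 5 nM GALK with 35 uM ATP and 100 uM galactose.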
MBNL1 CUG block: blocks human MBNL1 binding to CUG repeat RNA. Q9NR56. TR-FRET MBNL1-His/biotin-(CUG)12 binding, 665/545 ratio. Potency, µM (top dose mostly 57.5 µM), without a hit: at the highest dose activity change, negative = inhibition, most hits filed as inhibitors. 280,000 compounds, 0.036% hits. AID 2675; active = well fitted inhibition curve with a large enough effect in the signal ratio, with a control signal flat, not every such curve was filed as active; inconclusive = small, poorly fitted or top-dose-only effect, or effect the other way, or a change in a side signal; inactive = no such curve, though single readings can be large or run the other way; the % refers to the signal ratio; note: potency is the fitted concentration of half-maximal effect; % is set by controls: 0 for no effect and ±100 for the full control effect
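Compound titration spanned 92 nM–58 uM against the MBNL1-His/biotin-(CUG)12 complex. After 60 min at room temperature with 5 nM streptavidin-XL665 and 0.055 ng/ul terbium anti-His, ratiometric 665/545 nm emission (Ex 340 nm) normalized to controls.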
* = called active by the depositor; u = inconclusive; x = no result given; [ ] = dose if it differs, or a comment. Unless noted, calls come from the whole dose curve; as a rule, active = well fitted curve in the direction sought with a large enough effect; inconclusive = small, poorly fitted or top-dose-only effect, or another doubt; inactive = no such curve, though single readings can be large; an effect the other way counts as inactive or inconclusive. This is a subset; count on the stated rates, not on these rows.

SMILES | Mito fusion yeast | Eya2 phos inh | hERG WT inh | TSHR antagonist | BCR signal inh | S-ASM inh | PKM2 act | Menin-MLL TR inh | USP2a inh | GALK inhibitor | MBNL1 CUG block
COc1ccc2nc(NC(=O)C3CCN(S(=O)(=O)c4cccs4)CC3)sc2c1 | 19% | 3% | 42 | -36 | 7% | u | -4% | x | -1% | -1% | 2%
Nc1c(N2CCOCC2)cc(Cl)c2nonc12 | -3% | -1% | 2 | -5 | u | -4% | -5% | -7% | 2% | 1% | u
CC12CCC(C(=O)Nc3ccccc3-n3cccc3)(CC1=O)C2(C)C (stereo not drawn) | 1% | -8% | -3 | 2 | 7% | -1% | 13% | -4% | -2% | 0% | -18%
CC(Oc1ccccc1)c1ccn[nH]1 (stereo not drawn) | -6% | -2% | -1 | -2 | 0% | 5% | 1% | -20% | 1% | 1% | -4%
Cc1nc2ccccc2c(=O)n1CCCO | 2% | 2% | 1 | -6 | u | 5% | -8% | 0% | 0% | -6% | -9%
Cc1cc(C)cc(NC(=O)C2CCCN(S(=O)(=O)c3cnc[nH]3)C2)c1 (stereo not drawn) | 0% | -18% | -13 | 8 | -9% | 4% | -10% | -8% | 2% | 3% | u
CCOC(=O)N1CCC(NC(=O)CS(=O)(=O)Cc2nc(-c3ccccc3C)oc2C)CC1 | -6% | 3% | -6 | -10 | u | -2% | 4% | -10% | 0% | -2% | -15%
CCOC(=O)C1C(=O)Oc2ccc3ccccc3c2C1C1CCOC1=O (stereo not drawn) | 6% | -4% | 2 | -4 | -14% | 5% | 4% | 3% | 0% | 2% | 6%
CCOC(=O)c1[nH]c(CN2CCN(c3ccc(OC)cc3)CC2)c(C(=O)OCC)c1C | 3% | -15% | 3 | -6 | u | -4% | x | u | -5% | -1% | -4%
O=C(c1cn[nH]c1)N1CCc2c([nH]c3ccccc23)C1c1c(F)cccc1Cl (stereo not drawn) | 1% | 5% | -7 | -13 | 3% | -8% | 0% | 3% | 0% | -2% | -2%
Cc1nn(-c2ccccc2)c(Cl)c1C(=O)OCC(=O)NCCc1ccc(S(N)(=O)=O)cc1 | 1% | -3% | 5 | -20 | u | 2% | x | x | 1% | x | x
CN(CCC1CCOCC1)C(=O)C1CCC(=O)N(CCc2cccc(F)c2)C1 (stereo not drawn) | 2% | -18% | -12 | 42 | -1% | 0% | 0% | x | 1% | -9% | -11%
COC(=O)c1cc2sccc2n1Cc1nc(-c2cccc(Cl)c2)oc1C | -1% | 11% | -12 | -1 | 13% | -5% | 6% | -17% | -1% | 2% | -7%
O=C(NNC(=O)c1ccc(Br)cc1)c1ccncc1 | 3% | 10% | 1 | -1 | u | 1% | 5% | 1% | 2% | 5% | 2%
Cc1ccc(S(=O)(=O)N(C)Cc2ccc(C(=O)N/N=C/c3ccc(OC(F)F)cc3)cc2)cc1 | 5% | 1% | u | 9 | 1% | 4% | -15% | 8% | 3% | 0% | x
CC(Sc1ccc(Cl)cc1)C(=O)NNC(=O)c1ccccc1O (stereo not drawn) | 0% | -4% | 5 | -6 | u | -9% | -4% | x | -2% | 4% | -5%
C=C(C)C1CC=C(C)/C(=N/NC(=O)CCC(=O)Nc2ccccc2Cl)C1 (stereo not drawn) | 9% | -4% | -2 | 9 | 4% | 4% | 2% | 0% | 1% | 1% | -6%
CCOC(=O)CC(=O)Nc1ccn[nH]1 | -7% | -6% | -3 | 16 | 5% | 4% | u | x | 0% | x | -22%
c1ccc2c(c1)OCC(c1csc3ncnc(N4CCOCC4)c13)O2 (stereo not drawn) | -9% | 1% | -8 | 4 | 1% | -3% | 4% | -8% | 1% | -1% | -14%
CC(C)N(Cc1nc2ccccc2[nH]1)C(C)C | -6% | -1% | 19 | 7 | 3% | 5% | -4% | 0% | -1% | -2% | 9%
O=C(NCc1cccnc1)C1CCN(S(=O)(=O)N2CCOCC2)CC1 | 1% | -19% | -1 | 14 | 1% | 1% | -1% | -2% | 1% | -1% | -7%
COc1ccc(/C(C)=N/OCC(=O)Nc2nc3ccccc3s2)cc1 | u | 1% | 31 | 0 | 0% | -12% | 2% | -3% | 0% | -1% | -3%
CCC(=O)NCC(c1cccs1)S(=O)(=O)c1ccc(C)cc1 (stereo not drawn) | -3% | 0% | -23 | -1 | -9% | 2% | 0% | 22% | 1% | 9% | -1%
O=C(c1cccc(Cl)c1)C1CCCN(C(=O)c2ccoc2)C1 (stereo not drawn) | 6% | 9% | 1 | -10 | 0% | 0% | -1% | 10% | 1% | 2% | -3%
Cc1c(NS(=O)(=O)c2ccc(Cl)c(C(=O)OC(C)C(=O)N3CCOCC3)c2)c(=O)n(-c2ccccc2)n1C (stereo not drawn) | -7% | 0% | -4 | 5 | u | 2% | -1% | -10% | 0% | 0% | -1%
CCOC(=O)NCCc1ccc(OC)cc1 | 0% | 9% | 1 | 3 | -3% | 0% | 4% | 13% | 0% | 0% | 1%
CN(CC(=O)Nc1ccc(Cl)c(C(F)(F)F)c1)C(=O)Cn1cc([N+](=O)[O-])ccc1=O | 2% | 4% | 1 | 1 | -2% | -4% | x | x | -2% | x | x
CCOC(=O)c1oc2ccccc2c1NC(=O)Cc1cccs1 | 5% | -20% | 1 | 21 | u | -1% | 4% | -5% | -1% | 2% | 7%
O=C(NC1CCc2ccccc21)c1cc(COc2ccc(F)cc2Cl)on1 (stereo not drawn) | -3% | -4% | 1 | 0 | u | -2% | -2% | u | -1% | 6% | -13%
OCCNc1nc2ccccc2[nH]1 | -1% | u | 15 | 0 | 1% | 2% | -4% | 29% | 0% | 2% | 6%
CCC1CCCCN1C(=O)CSc1nc2ccsc2c(=O)n1Cc1ccccc1 (stereo not drawn) | 6% | -1% | 4 | -13 | u | -9% | 0% | -2% | -2% | 1% | -2%
O=C(NC1CCCC1)C(c1ccsc1)N(C(=O)Cc1cccs1)c1ccc(F)cc1 (stereo not drawn) | 0% | -2% | -7 | 6 | -2% | -1% | -2% | 1% | -1% | 3% | -4%
CCOc1cc2c(Cl)ncnc2c(OCC)c1OCC | -1% | 3% | 1 | 29 | u | 3% | 9% | -17% | 2% | -2% | 4%
CSCC[C@H](NC(=O)Nc1ccc(S(N)(=O)=O)cc1)C(=O)O | 1% | -6% | -3 | -6 | -4% | 4% | 1% | x | -1% | 10% | -3%
CCOc1ccc(S(=O)(=O)Nc2ccc(C(=O)NCCCN3CCCC3=O)cc2)cc1 | -5% | -31% | 2 | 5 | 2% | x | x | x | -2% | x | x
COc1ccc(C(=O)NC2CCCc3ccccc32)cc1 (stereo not drawn) | -3% | 5% | 0 | -9 | -8% | -3% | 0% | -8% | -2% | 5% | 0%
Cc1cc2c(c(C)c1Cl)C(c1ccc3c(c1)OCO3)CC(=O)O2 (stereo not drawn) | x | -4% | 2 | -3 | -4% | -7% | x | 16%[94.6 µM] | -7% | x | x
C=CCn1cnc2scc(-c3ccc(OC)cc3)c2c1=O | 5% | -13% | 0 | -9 | -4% | 5% | -3% | 14% | 2% | -1% | -4%
COc1ccc(CNC(=O)C(CC(C)C)NC(=O)c2ccccc2C)cc1 (stereo not drawn) | 1% | 4% | 12 | 5 | u | -4% | 2% | 5% | 2% | 1% | 0%
COc1cc(/C=N/NC(=O)c2cccc(C(=O)N/N=C/c3ccc(O)c(OC)c3)n2)ccc1O | -1% | -10% | 17 | -2 | u | -3% | x | -26% | 0% | 0% | -2%
